KCNH2 3.1 block: qHTS for Inhibitors of KCHN2 3.1: Mutant qHTS; Potassium voltage-gated channel subfamily H member 2, brain isoform KCNH2 3.1 (human); U2OS KCNH2 3.1, thallium flux FluxOr; stronger effect = lower value; activity change, % (tested at about 1.8 µM); 340,000 tested, 0.95% active; AID 720553, 2013;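 active = maximum activity change below -70%; inconclusive = maximum activity change from -70% to -50%; inactive = maximum activity change above -50%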;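 note: thallium influx rate constant from kinetic fluorescence after stimulation buffer; % is set by controls: 0 for no effect and ±100 for the full control effect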
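Thallium flux read-out: FluxOr dye with Red40 quencher in HBSS/HEPES, 45 min at RT. Rate constants from kinetic reads were normalized to positive and negative DMSO controls. Cells: U2OS virally expressing the 3.1 isoform.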
Eya2 inh: qHTS Assay for Inhibitors of the Phosphatase Activity of Eya2. recombinant Eya2, OMFP fluorescence dephosphorylation (OMFP is methylfluorescein phosphate). Potency, µM (titrated, usually from 76.9 µM), without a hit: at the top dose activity, negative = inhibition, actives largely listed as inhibitors. Protein phosphatase EYA2 (Homo sapiens), O00167. 330,000 tested, 0.006% active; note: potency is the fitted concentration of half-maximal effect; % is set by controls: 0 for no effect and ±100 for the full control effect
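Eya2 protein (added as 0.2 uM solution) was preincubated with compound for 10 min at ambient temperature in 50 mM HEPES pH 7.5, 50 mM NaCl, 5 uM MgCl2, 0.05% BSA, 1 mM DTT. OMFP (added at 50 uM) then reacted 10 min; fluorescence read at 485/525 nm.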
Mito fusion act: qHTS Assay for Small Molecule Inhibitors of Mitochondrial Division or Activators of Mitochondrial Fusion; S. cerevisiae fusion-defective mutant growth rescue, CellTiterGlo 48 h; Potency, µM (titrated, usually from 46.1 µM), for inactives: at the top dose growth rescue (activation), usual class: activators; 320,000 tested, 0.23% active; AID 485298, 2010;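 note: potency is the fitted concentration of half-maximal effect; % of control where 0% means no effect; nearly all actives have a fitted effect of over 45% in size; temperature-sensitive fusion mutants such as fzo1-1 at 37 °C on non-fermentable ethanol glycerol medium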
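S. cerevisiae fusion-defective temperature-sensitive mutants (e.g. fzo1-1, mgm1-5) grown 48 h at 37C in YPEG (ethanol/glycerol non-fermentable) medium with 23 nl compound per well; growth rescue read as CellTiterGlo luminescence.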
TSHR antag: Antagonists of the Thyroid Stimulating Hormone Receptor: HTS campaign; TSHR-expressing cells, TSH-stimulated cAMP HTRF, 2 h; stronger effect = lower value; AID 504810, 2011; activity change, negative = inhibition, % at 11.5 µM; 330,000 tested, 0.2% active; Thyrotropin receptor (Homo sapiens), P16473;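 active = activity change below a set negative limit, meaning inhibition stronger than a set level, cut at about -70% in these data; inconclusive = activity change between two set negative limits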; note: % is set by controls: 0 for no effect and ±100 for the full control effect
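TSHR-expressing cells were treated with compounds, then stimulated with TSH at EC80 (4nM final) for 2 hours at 37 deg C. Cellular cAMP was measured by HTRF competition between lysate cAMP and cAMP-d2 for a cryptate-labelled anti-cAMP antibody.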
TCR activator: Activators of T cell receptors: qHTS campaign; 330,000 tested, under 10 active; AID 504894, 2011; primary human leukocytes, anti-CD3, IL-2 HTRF, 48 h; Potency, µM (doses to about 9.22 µM), inactives show at the highest dose activation of IL-2 secretion, usual class: activators; note: % of control where 0% means no effect
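48 hr co-incubation of compounds, a-CD3 beads and primary human leukocytes; IL-2 quantified homogeneously by HTRF with anti-IL-2 K and d2 conjugates.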
KCNH2 WT inh: qHTS for Inhibitors of KCHN2 3.1: Wildtype qHTS; 340,000 tested, 0.37% active; AID 720551, 2013; U2OS, BacMam KCNH2, thallium flux FluxOr; stronger effect = lower value; activity change, % at 1.84 µM;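 active = maximum activity change below -70%; inconclusive = maximum activity change between -70% and -50%; inactive = maximum activity change above -50%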; note: % is set by controls: 0 for no effect and ±100 for the full control effect
Target sequence (Q12809 whole entry, looked up): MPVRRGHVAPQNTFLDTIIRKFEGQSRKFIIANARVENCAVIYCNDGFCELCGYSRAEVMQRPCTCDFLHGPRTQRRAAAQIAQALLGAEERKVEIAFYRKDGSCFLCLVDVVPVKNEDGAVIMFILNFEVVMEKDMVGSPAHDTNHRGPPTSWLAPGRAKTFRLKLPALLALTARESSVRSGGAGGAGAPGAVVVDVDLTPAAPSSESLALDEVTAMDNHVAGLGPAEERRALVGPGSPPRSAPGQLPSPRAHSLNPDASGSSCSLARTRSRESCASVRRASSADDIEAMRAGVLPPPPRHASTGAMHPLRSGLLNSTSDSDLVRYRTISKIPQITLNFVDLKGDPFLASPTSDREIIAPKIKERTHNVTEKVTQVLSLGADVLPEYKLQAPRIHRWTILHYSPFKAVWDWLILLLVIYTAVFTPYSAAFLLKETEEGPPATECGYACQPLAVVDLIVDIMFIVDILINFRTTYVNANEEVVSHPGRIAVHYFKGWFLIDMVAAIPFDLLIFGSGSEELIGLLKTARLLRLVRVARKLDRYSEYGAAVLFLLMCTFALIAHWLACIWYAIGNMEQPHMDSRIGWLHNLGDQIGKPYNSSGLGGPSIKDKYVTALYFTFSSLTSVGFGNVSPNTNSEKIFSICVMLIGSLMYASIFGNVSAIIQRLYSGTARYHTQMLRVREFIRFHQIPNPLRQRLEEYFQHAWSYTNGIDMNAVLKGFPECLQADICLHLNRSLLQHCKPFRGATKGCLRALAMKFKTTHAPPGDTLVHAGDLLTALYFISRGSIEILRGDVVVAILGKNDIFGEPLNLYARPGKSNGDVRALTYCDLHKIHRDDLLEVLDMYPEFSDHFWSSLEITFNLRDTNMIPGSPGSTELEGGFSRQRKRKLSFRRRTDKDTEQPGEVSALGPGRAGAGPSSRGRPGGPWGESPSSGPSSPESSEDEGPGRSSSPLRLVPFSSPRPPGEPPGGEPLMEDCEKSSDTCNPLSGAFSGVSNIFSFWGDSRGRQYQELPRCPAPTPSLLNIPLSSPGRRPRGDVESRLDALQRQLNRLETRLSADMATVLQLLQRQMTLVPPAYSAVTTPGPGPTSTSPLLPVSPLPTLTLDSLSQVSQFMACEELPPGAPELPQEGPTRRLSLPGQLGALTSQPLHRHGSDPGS
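U2OS cells transduced with wild-type KCNH2 virus are loaded with FluxOr dye for 45 min, and thallium flux is measured in kinetic reads before and after stimulation buffer. Rate constants are normalized to DMSO controls.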
ELG1 repair inh: qHTS screen for small molecules that inhibit ELG1-dependent DNA repair in human embryonic kidney (HEK293T) cells expressing luciferase-tagged ELG1 | HEK293T ELG1-luciferase reporter, luminescence, 16 h; DNA damage induced by 5-fluorouridine | Potency, µM (doses to about 46.1 µM), for the others: top-dose activity change, negative = inhibition, actives largely listed as inhibitors | 330,000 tested, 2.3% active; note: potency is the fitted concentration of half-maximal effect; % is set by controls: 0 for no effect and ±100 for the full control effect; nearly all actives have a fitted effect of over 55% in size
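Overnight (16 hr) co-exposure of 2,000 cells/well to 5-fluorouridine and compound at 37 °C preceded detection. Luciferase was quantified via ONE-Glo luminescence; loss of signal denotes inhibition.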
USP2a block: qHTS Assay for Inhibitors of Ubiquitin-specific Protease USP2a Using CHOP2 as the Reporter; Ubiquitin carboxyl-terminal hydrolase 2 (Homo sapiens), O75604; USP2 core, Ub-CHOP2 coupled fluorogenic reporter, 485/531; Potency, µM (titrated, usually from 38.3 µM), without a hit: top-dose activity change, negative = inhibition, actives largely listed as inhibitors; 330,000 tested, 0.01% active; AID 463254, 2010;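 note: potency is the fitted concentration of half-maximal effect; plate controls were DMSO wells for no effect and full inhibition by NEM control for full effect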
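Deubiquitinase activity read as fluorescence (485/531 nm) after Ub-CHOP2 cleavage activates the enterokinase reporter on its substrate; USP2 core 10nM, Ub-CHOP2 and substrate 25nM each, 30min compound preincubation then 60min RT; data normalized to NEM, curves fitted.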
TRPV1 agonist: HTS Assay for Compounds that Act as Agonists of the Vanilloid Receptor 1. activation, % at 8.33 µM. 320,000 tested, 0.19% active. TRPV1-expressing cells, Fluo-8 calcium influx, agonist mode; in the data active = activation above about 80%; inconclusive = between about 30% and that limit; note: 0% is about no effect
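TRPV1-expressing cells were cultured overnight at 35.5C and loaded with Fluo-8 calcium dye for 40 to 90 min at room temperature. After a 10 s baseline, compound was added and calcium influx was read kinetically for 3 min (ex 480/em 520 nm).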
A-T KAP1 phos: qHTS Assay for Identifying a Potential Treatment of Ataxia-Telangiectasia. […] A-T fibroblasts, KAP-1 phosphorylation AlphaLISA; neocarzinostatin DNA damage 30 min before lysis. Potency, µM (titrated, usually from 57.5 µM), for inactives: top-dose activation, actives largely listed as activators. 320,000 tested, 0.19% active. AID 485349, 2010; note: potency is the fitted concentration of half-maximal effect; % of control where 0% means no effect; nearly all actives have a fitted effect of over 45% in size
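ATM-like activity read as KAP-1 phosphorylation via AlphaLISA donor/acceptor antibody pairs after lysis and 6 hr at 25C. Cells were ATM-null patient fibroblasts ([…], hTERT), dosed 60 min, then exposed to the DSB inducer NCS for 30 min.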
Numbers without * were called inactive; u = inconclusive; x = no result given; [ ] = remark or other dose. Unless noted, calls come from the whole dose curve; as a rule, active = well fitted curve in the direction sought with a large enough effect; inconclusive = small, poorly fitted or top-dose-only effect, or another doubt; inactive = no such curve, though single readings can be large; an effect the other way counts as inactive or inconclusive. These rows are one share of the data, so the mix of outcomes need not match the whole.

Order of results – KCNH2 3.1 block, Eya2 inh, Mito fusion act, TSHR antag, TCR activator, KCNH2 WT inh, ELG1 repair inh, USP2a block, TRPV1 agonist, A-T KAP1 phos
1	CCN1CCN(C(=O)C2CC(c3ccc(F)cc3)=NO2)CC1 (stereo not drawn)
    -2.8, 2.2%, -1.3%, -0.5, -2.0%, 4.9, 18.3%, 0.0%, 0.7, 2.3%
2	COc1ccc(NC(=S)NCc2ccc3c(c2)cc(C)n3C)cc1
    11.4, -0.9%, -13.3%, -6.6, -4.4%, 34.6, -9.6%, -6.1%, -7.0, 16.4%
3	COc1ccc(S(=O)(=O)n2nc(OC(=O)c3cccs3)cc2N)cc1
    -3.7, -28.3%, -0.2%, 19.9, 1.2%, -7.7, -15.2%, -0.2%, 2.6, -1.5%
4	Cc1ccc(C)n1-c1cc([N+](=O)[O-])ccc1-n1ccnc1
    -10.0, -2.5%, -2.2%, 4.8, -3.8%, -2.6, 11.3%, 0.6%, -1.9, -6.9%
5	N#Cc1nc(-c2cccs2)oc1N1CCOCC1
    2.1, -4.3%, 13.3%, 9.8, x, -11.1, -4.2%, 0.3%, -2.0, -5.8%
6	O=C(COC(=O)COc1ccc(Cl)cc1)Nc1ccc(F)c([N+](=O)[O-])c1
    -6.1, -3.7%, -6.0%, 3.1, -0.2%[46.1 µM], -2.0, 19.1%, 2.0%, 15.1, 13.3%
7	O=C(/C=C/c1c(Cl)cccc1Cl)NCc1ccccc1
    -9.7, 11.1%, -5.6%, 5.1, 0.9%, 4.4, 12.3%, -1.1%, u, 7.9%
8	Cc1ccc2c(Cl)cc(Cl)c(OCC(=O)NCc3ccco3)c2n1
    x, 2.3%, 7.1%, 0.6, x, x, -18.9%, -5.8%, 0.3, 4.9%
9	COCCCN1C(=O)C(=O)/C(=C(/O)c2ccc(S(=O)(=O)N3CCOCC3)cc2)C1c1ccc(OC)cc1 (stereo not drawn)
    23.5, -7.5%, -0.9%, 1.6, -7.4%, -14.8, 15.4%, 3.5%, 1.2, -2.7%
10	O=C(OCc1cccc(F)c1)c1ccc2c(c1)-c1ccccc1C2=O
    -25.4, 2.2%, 7.1%, -8.2, -0.5%, 1.5, u, 1.3%, 0.5, -4.8%
11	CCOCc1c(C(=O)NC2=Nc3ccccc3NC(CC)=C2C(=O)OCC)oc2ccccc12
    -17.6, -18.0%, 26.9%, -14.1, x, -1.5, 8.2µM*, -11.6%, u, -12.4%
12	O=C(Nc1ccc(Cn2ccnc2)cc1)c1cccc(C(F)(F)F)c1
    -0.8, 3.7%, -1.7%, -1.1, -7.6%, 3.0, 4.5%, 0.9%, 5.1, -7.3%
13	Cc1ccc2c(c1)C(=O)C(=O)N2CCCOc1ccccc1
    6.8, -1.8%, 0.1%, -13.3, -5.8%, 3.0, 4.4%, 3.6%, 7.3, -0.1%
14	Cc1ccc(C(=O)OCC(=O)N2CCC(c3ccccc3)=N2)c(C)c1
    -21.1, 2.1%, -1.8%, -26.7, 3.1%, -1.0, 15.7%, -0.5%, u, 6.4%
15	CCOC(=O)C1CCCN(c2cc(=O)n(C3CCCCC3)c(=O)[nH]2)C1 (stereo not drawn)
    -21.4, 9.5%, -7.7%, -4.0, -2.9%, x, -3.6%, 2.0%, -2.9, -2.1%
16	Cc1c(N(C)S(=O)(=O)c2ccc(Cl)c(C(=O)N3CCC(C(N)=O)CC3)c2)c(=O)n(-c2ccccc2)n1C
    -10.1, 10.0%, -3.8%, 11.2, 4.1%, -7.5, -15.3%, 4.1%, -0.2, -2.8%
17	CN1CCCN(Cc2ccccc2C(F)(F)F)CC1
    10.3, 8.1%, 2.9%, -7.0, -3.8%, 5.9, 4.2%, 0.9%, 3.1, -0.3%
18	CC(c1ccccc1)C(CC(=O)O)C(=O)Nc1ccc(Cl)c(Cl)c1 (stereo not drawn)
    2.1, 10.0%, 1.7%, 7.6, 5.1%, -17.5, -1.2%, 0.1%, 0.3, 14.3%
19	Cc1ccc(N(C(=O)NC2CCCCC2)C2=NCCCCC2)cc1
    10.4, 5.6%, -16.9%, -12.4, -14.9%[46.1 µM], -4.9, u, 6.7%, -2.1, 1.1%
20	CCN1CCN(CCNC(=O)CS(=O)(=O)Cc2nc(-c3ccc(C)cc3)oc2C)CC1
    1.9, 5.1%, -0.7%, 0.6, -5.0%, 1.7, -1.1%, 0.4%, -2.2, 10.0%

Of the compounds above, these contain fluorine:
Order of results – KCNH2 3.1 block, Eya2 inh, Mito fusion act, TSHR antag, TCR activator, KCNH2 WT inh, ELG1 repair inh, USP2a block, TRPV1 agonist, A-T KAP1 phos
1	CCN1CCN(C(=O)C2CC(c3ccc(F)cc3)=NO2)CC1 (stereo not drawn)
    -2.8, 2.2%, -1.3%, -0.5, -2.0%, 4.9, 18.3%, 0.0%, 0.7, 2.3%
6	O=C(COC(=O)COc1ccc(Cl)cc1)Nc1ccc(F)c([N+](=O)[O-])c1
    -6.1, -3.7%, -6.0%, 3.1, -0.2%[46.1 µM], -2.0, 19.1%, 2.0%, 15.1, 13.3%
10	O=C(OCc1cccc(F)c1)c1ccc2c(c1)-c1ccccc1C2=O
    -25.4, 2.2%, 7.1%, -8.2, -0.5%, 1.5, u, 1.3%, 0.5, -4.8%
12	O=C(Nc1ccc(Cn2ccnc2)cc1)c1cccc(C(F)(F)F)c1
    -0.8, 3.7%, -1.7%, -1.1, -7.6%, 3.0, 4.5%, 0.9%, 5.1, -7.3%
17	CN1CCCN(Cc2ccccc2C(F)(F)F)CC1
    10.3, 8.1%, 2.9%, -7.0, -3.8%, 5.9, 4.2%, 0.9%, 3.1, -0.3%

Assay outcomes as filed in PubChem BioAssay.
